# Screening results: PubChem, The Scripps Research Institute Molecular Screening Center
# Tn6 DDE FP = inhibitors of Tn6 peptide binding to fibrin DD(E), primary screen, biochemical, fluorescence polarization, human fibrin, Tn6 probe; Fibrinogen beta chain (Homo sapiens), P02675; Fibrin DD(E) TRITC-Tn6 fluorescence polarization displacement; inhibition, % at 8.3 µM; 370,000 compounds, 0.21% hits;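 active = inhibition above a per-campaign cutoff: mean of compounds within control limits plus 3 SD, cut at about 15% in these data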;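 note: 0% = median of all compound wells on the plate and 100% = blocking peptide control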
# Target sequence (P02675 whole entry, looked up): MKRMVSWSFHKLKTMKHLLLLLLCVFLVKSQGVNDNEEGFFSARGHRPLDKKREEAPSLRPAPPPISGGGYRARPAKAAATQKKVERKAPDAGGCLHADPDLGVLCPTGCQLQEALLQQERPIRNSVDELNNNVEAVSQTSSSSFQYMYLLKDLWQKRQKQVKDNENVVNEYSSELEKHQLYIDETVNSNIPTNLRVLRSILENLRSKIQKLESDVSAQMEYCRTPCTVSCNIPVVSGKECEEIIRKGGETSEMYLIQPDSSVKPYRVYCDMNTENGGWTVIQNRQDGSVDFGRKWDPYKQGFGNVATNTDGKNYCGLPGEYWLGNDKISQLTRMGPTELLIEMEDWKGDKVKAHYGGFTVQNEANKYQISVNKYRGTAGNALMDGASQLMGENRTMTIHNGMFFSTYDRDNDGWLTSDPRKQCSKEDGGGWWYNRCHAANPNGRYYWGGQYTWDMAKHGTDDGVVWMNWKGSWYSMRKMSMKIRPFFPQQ
# Tn7 DDE FP = inhibitors of Tn7 peptide binding to fibrin DD(E), primary screen, biochemical, fluorescence polarization, human fibrin, Tn7 probe; Fibrinogen beta chain (Homo sapiens), P02675; FP displacement of FITC-Tn7 peptide from fibrin DD(E); 0% = median of compound wells per plate; inhibition, % at 8.3 µM; 370,000 compounds, 0.13% hits;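 active = inhibition above the mean of compounds falling within the control limits plus 3 SD of them, cut at about 14% in these data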;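 note: 0% = plate median of compound wells and 100% = 10 µM Aha-Tn7 peptide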
#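 Test system: human clot-derived fibrin DD(E) complex / Quantity: 2 µM final DD(E) protein / Incubation: 10 min plus 3 h, room temperature / Measured by: fluorescence polarization / Benchmarks: high control of 10 µM Aha-Tn7 peptide / Replicates: singlicate testing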
# ADAM10 inh = human ADAM10 inhibitors, primary screen, biochemical, QFRET, HTS; recombinant ADAM10, EDANS/DABCYL FRET peptide cleavage, 3 h; inhibition, % at 7 µM; 370,000 compounds, 0.62% hits; Disintegrin and metalloproteinase domain-containing protein 10 (Homo sapiens), O14672; AID 720582, 2013;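 active = inhibition above a per-campaign cutoff equal to the mean of compounds falling between control-based bounds plus 3 SD, cut at about 20% in these data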;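 note: 0% = DMSO wells while the 100% control is not disclosed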
# proKLK7 act = proKLK7 zymogen activators, primary screen, biochemical, fluorescence intensity; 370,000 compounds, 0.9% hits; activation, % at 7 µM; purified proKLK7, EDANS-DABCYL substrate fluorescence; 100% is mature enzyme control, 0% vehicle; Kallikrein-7 (Homo sapiens), P49862;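 active = activation above the mean of all tested compounds plus 3 SD, computed per campaign excluding outliers beyond control limits, cut at about 13% in these data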
# PLCg1 inh = PLC-gamma1 enzyme inhibitors, primary screen, biochemical, fluorescence, purified enzyme; inhibition, % at 12.2 µM; fluorogenic substrate; 370,000 compounds, 0.84% hits; in the data active = inhibition above about 9.5%
# ADAM17 inh = ADAM17 inhibitors, primary screen, biochemical, QFRET | Disintegrin and metalloproteinase domain-containing protein 17 (Homo sapiens), P78536 | 370,000 compounds, 0.83% hits | inhibition, % at 6.95 µM | recombinant ADAM17, EDANS/DABCYL FRET peptide cleavage;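 active = inhibition above the mean of compounds lying between control limits plus 3 SD, set per campaign, cut at about 8.5% in these data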;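 note: 0% = DMSO-only wells as the low control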
# TDP2 inh = human TDP2 enzyme inhibitors, primary screen, biochemical, epi absorbance, recombinant enzyme | Tyrosyl-DNA phosphodiesterase 2 (Homo sapiens), O95551 | AID 720702, 2013 | 370,000 compounds, 0.34% hits | inhibition, % at 12.8 µM | T5PNP hydrolysis, p-nitrophenol absorbance 415 nm;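 active = inhibition above the mean of all tested compounds plus 3 SD, set per campaign, cut at about 25% in these data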;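 note: 0% = DMSO with enzyme and 100% = buffer with substrate but no TDP2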
#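 Evaluation: % inhibition relative to enzyme-containing and enzyme-free wells. Material: recombinant human TDP2. Benchmarks: enzyme-free and DMSO wells. Timing: enzyme reaction with compound for 2 h at 37 °C. Compound dosing: 12.8 µM only. Measured by: p-Nitrophenol epi absorbance. Reagent: T5PNP substrate at 5 mM, a TopII-DNA adduct mimic. Replication: single well per compound.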
# LEDGF integ inh = blockers of LEDGF/p75-dependent integrase strand transfer – biochemical, TR-FRET, high throughput, primary screen; HIV-1 integrase (with human LEDGF/p75); 370,000 compounds, 0.64% hits; TR-FRET IN-LEDGF/p75 DNA integration, Eu/Cy5; inhibition, % at 3.7 µM; AID 743269, 2014;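 active = inhibition above the screen-wide mean plus 3 SD, cut at about 13% in these data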;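 note: signal is the Cy5 over europium emission ratio at 671 and 618 nm; 0% = plate median of compound wells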
# ARFGAP1 inhibitor = inhibitors of rat ARFGAP1 GAP activity, primary screen, biochemical, fluorescence polarization, GDP tracer | 360,000 compounds, 0.26% hits | Arfgap1-stimulated ARF1 GTP hydrolysis, GDP FP detection | inhibition, % at 16.5 µM;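 active = inhibition above a per-plate limit, mean inhibition of low control wells plus 3 SD, cut at about 25% in these data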;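 note: 0% = DMSO wells with enzyme and 100% = wells lacking Arfgap1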
# Target sequence (Q62848 1-136 limits assumed): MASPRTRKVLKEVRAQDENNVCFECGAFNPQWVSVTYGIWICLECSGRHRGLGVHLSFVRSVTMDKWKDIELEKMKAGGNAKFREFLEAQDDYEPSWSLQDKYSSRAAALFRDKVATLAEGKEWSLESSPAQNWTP
#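 Material: truncated rat Arfgap1 GAP domain; Incubation: compound-enzyme preincubation 20 min, reaction 120 min, detection 60 min, 25 °C; Read-out: percent inhibition of Arfgap1-stimulated GTP hydrolysis; Technique: FP, GDP Alexa 633 tracer displaced from anti-GDP antibody, 620/688 nm; Controls: No-Arfgap1 wells (100%) versus DMSO full-reaction wells (0%); Replication: single well per compound.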
# ASAP1 inh = inhibitors of human ASAP1 ArfGAP activity, primary screen, biochemical, fluorescence polarization | AID 624377, 2012 | Arf-GAP with SH3 domain, ANK repeat and PH domain-containing protein 1 (Homo sapiens), … | inhibition, % at 16.5 µM | ASAP1-stimulated ARF1 GTP hydrolysis, GDP FP detection | 360,000 compounds, 0.19% hits; in the data active = inhibition above about 25%;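 note: 0% = vehicle with enzyme and substrate and 100% = no enzyme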
# Target sequence (Q9ULH1 325-724 limits assumed): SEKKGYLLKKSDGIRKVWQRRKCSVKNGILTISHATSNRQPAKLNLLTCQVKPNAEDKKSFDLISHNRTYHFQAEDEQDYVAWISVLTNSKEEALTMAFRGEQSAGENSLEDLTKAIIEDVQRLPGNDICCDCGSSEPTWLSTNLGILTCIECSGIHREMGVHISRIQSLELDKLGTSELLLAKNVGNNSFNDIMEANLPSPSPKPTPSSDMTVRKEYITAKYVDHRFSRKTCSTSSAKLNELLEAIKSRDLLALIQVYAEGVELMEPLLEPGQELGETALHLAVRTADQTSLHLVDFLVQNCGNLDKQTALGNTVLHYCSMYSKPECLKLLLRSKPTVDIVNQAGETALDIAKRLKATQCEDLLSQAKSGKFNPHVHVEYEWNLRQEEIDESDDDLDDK
# Numbers without * were called inactive; i = inactive; . = not tested or not shown.
SMILES,Tn6 DDE FP,Tn7 DDE FP,ADAM10 inh,proKLK7 act,PLCg1 inh,ADAM17 inh,TDP2 inh,LEDGF integ inh,ARFGAP1 inhibitor,ASAP1 inh
Cc1ccc(S(=O)(=O)/N=C(\N)Nc2nc(C)c3cc(C)c(C)cc3n2)cc1,-5,-7,-8,0.8,1,-5,0,-3,4,9
COC(=O)C1=C(N)Oc2cc(C)n(Cc3cccnc3)c(=O)c2C1c1ccc(OC)c(OC)c1 (configuration not stated),-10,-3,1,0.4,-2,-7,-6,-2,4,17
Cc1c(NC(=O)C2CCCN2S(=O)(=O)c2ccc(Cl)cc2)c(=O)n(-c2ccccc2)n1C (configuration not stated),-4,0,-2,0.1,0,-2,16,1,1,-3
COc1ccc(C2CC(=O)n3c(nc4ccccc43)S2)cc1OC (configuration not stated),2,2,-7,0.1,-1,-5,1,1,0,-12
CCc1cc(=O)oc2cc(C)cc(OC(C)C(=O)O)c12 (configuration not stated),4,-4,i,3.6,i,-199,-6,0,9,-17
Cc1ccc(S(=O)(=O)N2CCN(C(=O)N3CCOCC3)C2C(C)C)cc1 (configuration not stated),0,-6,-4,0.1,0,-7,5,0,1,-7
Cc1ccc2c(C)c(C(=O)N3CCN(C4CCS(=O)(=O)C4)CC3)oc2c1C (configuration not stated),-4,-1,-7,0.2,2,2,0,0,8,3
CS(=O)(=O)N1CCc2cc(S(=O)(=O)N3CCN(Cc4ccc5c(c4)OCO5)CC3)ccc21,-5,-5,6,1.1,1,1,0,-1,12,9
CCOC(=O)NC1(Nc2ccc(C)cc2)Oc2ccccc2O1,-7,-2,14,0.0,5,0,-8,3,7,1
COc1ccc2[nH]c3c(c2c1)CCNC3C1CC=C(C)CC1 (configuration not stated),1,-5,-16,1.4,-11,-5,-2,-1,3,-6
Cc1ccc2[nH]c3nc(NN)nnc3c2c1,-9,1,5,0.0,1,-1,9,-3,10,-8
COc1ccc(NCC(=O)N/N=C(\C)c2cc3ccccc3o2)cc1,2,-1,-3,0.3,-2,-2,2,1,-12,-4
N#Cc1cccc(Cn2cc(C(F)(F)F)ccc2=O)c1,4,1,-2,0.0,-1,-2,8,-3,-16,0
Cc1ccc(C(=O)Oc2cc(N)n(S(=O)(=O)c3ccc(C)cc3)n2)cc1,0,-2,3,-0.1,3,1,5,1,8,3
O=C(CN1C(=O)CC(c2ccccc2)S(=O)(=O)c2ccccc21)NC1CCCC1 (configuration not stated),1,0,0,0.1,3,-2,-3,2,-4,-4
CC1(C)CC(=O)c2cc(O)ccc2O1,-8,-2,-14,2.1,-34,-6,4,3,0,-12
O=C1c2cccnc2C(=O)N1CNc1ccc(Cl)cc1,-3,-6,-2,-0.8,0,0,4,-4,-2,4
CCN1N=C(c2cc(Cl)sc2Cl)CSC1=O,-3,0,4,0.5,4,0,-10,-2,-5,10
C/C(=N\S(=O)(=O)c1ccc(C)cc1)N1CCN(S(=O)(=O)c2ccccc2)C1,4,4,-2,-0.8,8,-2,1,-3,-1,-2
Cc1cc(C(=O)NNC(=S)NCC(C)C)no1,6,-1,3,-0.4,4,1,-8,-2,-2,13
NC(=O)CC[C@H](NC(=O)c1ccc(F)cc1)C(=O)OCC(=O)NCc1ccc2c(c1)OCO2,4,-3,-5,0.5,-3,-3,4,-1,-8,4
O=C(NNC1=Nc2cc([N+](=O)[O-])ccc2OC1)c1ccccc1Cl,-3,0,-4,-0.3,4,-7,0,0,-7,-4
O=C(COC(=O)c1ccc(F)cc1Cl)NC1CC1,-2,-2,-5,-0.1,-1,-5,10,0,-6,-2
O=C(c1ccccc1)c1ccc(OCC(O)CNCc2ccc(F)cc2)cc1 (configuration not stated),5,7,4,0.7,9,10*,-11,2,6,4
O=C(NCCCCNC(=O)c1ccccc1Cl)c1ccccc1Cl,-7,4,5,0.1,6,0,20,1,-1,8
O=C(NC(c1ccc(F)cc1)c1ccc2ccccc2n1)C1CCN(Cc2cccc(C(F)(F)F)c2)CC1 (configuration not stated),0,-2,-2,-0.2,-2,4,2,-3,28*,-5
COC(=O)C1=C(C(=O)OC)C2(OC1c1ccccc1C)C(=O)c1ccccc1C2=O (configuration not stated),-3,1,3,0.4,-2,1,8,0,-9,9
COc1ccc(OC)c(NC(=S)N2CCN(C(=O)C3CCCO3)CC2)c1 (configuration not stated),-4,-4,-7,0.2,0,0,-1,-3,-6,2
CCCCCCn1c(COc2ccccc2F)nnc1SCC(=O)c1c(N)n(C)c(=O)n(C)c1=O,8,-7,2,-0.1,5,2,9,-2,1,-8
COc1ccc(C)cc1NS(=O)(=O)c1ccc2c(c1)N(C(C)=O)CCO2,3,11,-17,-0.3,0,2,4,3,-4,-7

# Five consecutive entries from above, for reference:
SMILES,Tn6 DDE FP,Tn7 DDE FP,ADAM10 inh,proKLK7 act,PLCg1 inh,ADAM17 inh,TDP2 inh,LEDGF integ inh,ARFGAP1 inhibitor,ASAP1 inh
Cc1ccc(S(=O)(=O)/N=C(\N)Nc2nc(C)c3cc(C)c(C)cc3n2)cc1,-5,-7,-8,0.8,1,-5,0,-3,4,9
COC(=O)C1=C(N)Oc2cc(C)n(Cc3cccnc3)c(=O)c2C1c1ccc(OC)c(OC)c1 (configuration not stated),-10,-3,1,0.4,-2,-7,-6,-2,4,17
Cc1c(NC(=O)C2CCCN2S(=O)(=O)c2ccc(Cl)cc2)c(=O)n(-c2ccccc2)n1C (configuration not stated),-4,0,-2,0.1,0,-2,16,1,1,-3
COc1ccc(C2CC(=O)n3c(nc4ccccc43)S2)cc1OC (configuration not stated),2,2,-7,0.1,-1,-5,1,1,0,-12
CCc1cc(=O)oc2cc(C)cc(OC(C)C(=O)O)c12 (configuration not stated),4,-4,i,3.6,i,-199,-6,0,9,-17

# The list continues.
SMILES,Tn6 DDE FP,Tn7 DDE FP,ADAM10 inh,proKLK7 act,PLCg1 inh,ADAM17 inh,TDP2 inh,LEDGF integ inh,ARFGAP1 inhibitor,ASAP1 inh
Cc1nc2cc(Nc3nnc(-c4ccccc4)c4ccccc34)ccc2n1C,-7,1,9,1.4,-47,-4,-4,-4,8,-6
CN(CC(=O)Nc1cccc(F)c1)C(=O)c1cccc(N2C(=O)CCC2=O)c1,4,1,-9,-0.1,0,0,-1,1,11,4
CC(C)(CNS(=O)(=O)c1cccs1)N1CCOCC1,1,-5,0,-0.6,3,-3,12,3,-10,-10
CC(NC(=O)COC(=O)C1CCN(c2ccc(C(F)(F)F)cn2)CC1)c1ccc(Br)cc1 (configuration not stated),-5,-7,15,-0.3,1,3,4,4,8,11
O=C(NCc1nnnn1-c1ccc(F)cc1)C(=O)c1c[nH]c2ccccc12,3,-6,-5,-0.1,2,1,-2,-2,-1,4
C[C@@H](NC(=O)C[C@@H]1C[C@@H]2c3cc(NS(=O)(=O)c4ccc(F)cc4)ccc3O[C@@H]2[C@@H](CO)O1)c1ccccc1,3,3,-1,-0.1,1,0,5,2,-9,12
CNC(=S)N1CCN(c2nc(-c3ccc(Cl)cc3)cs2)CC1,-1,4,17,0.5,0,2,-5,-5,-5,4
CCOC(=O)C1CCCN(C(=S)Nc2ccc(F)cc2)C1 (configuration not stated),3,1,4,-0.3,1,0,2,-5,2,-1
CC(NC(=O)/C(C#N)=C1\N=C(NC(=O)c2cccs2)c2ccccc21)c1ccccc1 (configuration not stated),7,-5,6,-0.3,-2,1,-6,-1,7,5
O=C(NCC1CCN(c2ccc(S(=O)(=O)N3CCOCC3)cc2)CC1)Nc1ccccc1F,1,-1,3,0.6,-1,3,0,-1,-4,16
C[C@H]1CN([C@@H](C)CO)C(=O)CCCn2nncc2CO[C@H]1CN(C)C(=O)c1ccccc1,2,8,11,0.4,-1,2,3,-2,-12,-7
O=[N+]([O-])c1ccc2[nH]c(O)c(N=NC3CCS(=O)(=O)C3)c2c1 (configuration not stated),2,5,0,0.3,-1,-3,-17,-4,5,-4
COc1ccc2c(c1)c(CC(=O)OCC(=O)O)c(C)n2C(=O)c1ccc(Cl)cc1,-5,-6,7,0.3,-1,-2,8,2,7,-11
Cc1ccc(-c2[nH]ncc2C(=O)c2ccc(Br)cc2)c(O)c1,8,0,14,0.0,4,5,-7,1,-6,11
CC(=O)N1CCc2cc(S(=O)(=O)NCCC(=O)N(C)Cc3ccccc3F)ccc21,-8,-5,-13,0.2,1,-3,-2,2,.,.

# In another format: entries from further up.
Compound	Tn6 DDE FP	Tn7 DDE FP	ADAM10 inh	proKLK7 act	PLCg1 inh	ADAM17 inh	TDP2 inh	LEDGF integ inh	ARFGAP1 inhibitor	ASAP1 inh
O=C(NCc1nnnn1-c1ccc(F)cc1)C(=O)c1c[nH]c2ccccc12	3	-6	-5	-0.1	2	1	-2	-2	-1	4
O=C(NCC1CCN(c2ccc(S(=O)(=O)N3CCOCC3)cc2)CC1)Nc1ccccc1F	1	-1	3	0.6	-1	3	0	-1	-4	16
